# Screening results deposited in PubChem by several laboratories.
# NCOA2 inhibitor – inhibits human steroid receptor coactivator 2 | Q15596 | HEK293 GAL4-SRC2 luciferase reporter, luminescence | inhibition, % at 9 µM | 370,000 compounds, 0.17% hits | AID 651957;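 active means inhibition above the mean inhibition of all tested compounds plus 3 SD, set per campaign, cut at about 52% in these data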;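 further: 0% = DMSO treated cells and 100% = cells given Gossypol at 36 µM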
# TWEAK-Fn14 inh – TWEAK-Fn14 signaling inhibition; TWEAK-stimulated Fn14 reporter cells, luciferase luminescence, 8 h; inhibition, % at 10 µM; 360,000 compounds, 2% hits; AID 1159606; in the data active means inhibition above about 50%
# C8 TRAIL sens – caspase-8 TRAIL sensitization; NB7+C8 cells + TRAIL, ATPlite viability luminescence; inhibition (viability loss, TRAIL sensitization), % at 10 µM; 360,000 compounds, 1% hits; AID 624354;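 active means compounds causing at least 50% loss of cell viability in the single-dose screen, relative to plate controls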
# TROY signal inh – TROY signaling inhibition. Q293 LMP1-TROYcd NF-kB luciferase reporter, 4 h. inhibition, % at 10 µM. 360,000 compounds, 0.98% hits;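 active means compounds whose plate-normalised and pattern-corrected inhibition of the luciferase reporter signal at the single screening dose is 50% or more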
# LRH-1 inv ag – NR5A2 inverse agonism in reporter assay. 360,000 compounds, 0.13% hits. AID 602396. HEK293T StAR-luciferase reporter, LRH-1 transfected, 24 h. inhibition, % at 3.6 µM;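 active means inhibition above the mean inhibition of all tested compounds plus 3 SD, cut at about 73% in these data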;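 further: 0% = DMSO wells and 100% = reporter-only cells lacking LRH-1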
# NCOA3 inh – human NCOA3 inhibition; Q9Y6Q9; HEK293 GAL4-SRC3 luciferase reporter, luminescence; inhibition, % at 3.6 µM; 360,000 compounds, 0.17% hits; AID 588352;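 active means inhibition above a per-campaign cutoff, the mean of all compounds plus 3 SD, cut at about 60% in these data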;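 further: 0% = DMSO-treated cells and 100% = gossypol-treated cells at 36 µM; higher means less SRC3-driven luciferase light from the GAL4 reporter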
# NOD2 RIPK2 PPI – blocks binding of human NOD2 to RIPK2. O43353. CHO BLA complementation NOD2-RIPK2, CCF4 ratio. inhibition, % at 4.98 µM. 360,000 compounds, 0.38% hits; in the data active means inhibition above about 21%;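 further: 0% = vehicle only and 100% = reference blocker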
# TLR9-MyD88 block – blocks human TLR9 binding to MyD88; Q9NR96+Q99836; CHO BLA complementation TLR9-MyD88, CCF4 FRET ratio; inhibition, % at 4.98 µM; 340,000 compounds, 0.21% hits;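 active means inhibition above the mean over all tested compounds plus 3 SD, cut at about 21% in these data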;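 further: 0% = DMSO only wells and 100% = clavulanate BLA inhibitor control wells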
# Target sequence (Q99836 whole entry, looked up): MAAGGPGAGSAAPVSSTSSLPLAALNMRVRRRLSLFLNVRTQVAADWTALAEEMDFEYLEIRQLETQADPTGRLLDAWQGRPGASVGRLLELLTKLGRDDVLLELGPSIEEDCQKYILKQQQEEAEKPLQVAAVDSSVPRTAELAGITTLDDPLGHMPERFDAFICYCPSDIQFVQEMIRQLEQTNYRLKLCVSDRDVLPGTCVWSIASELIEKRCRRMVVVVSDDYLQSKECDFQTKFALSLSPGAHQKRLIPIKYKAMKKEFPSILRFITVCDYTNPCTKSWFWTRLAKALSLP
# Target sequence (Q9NR96 whole entry, looked up): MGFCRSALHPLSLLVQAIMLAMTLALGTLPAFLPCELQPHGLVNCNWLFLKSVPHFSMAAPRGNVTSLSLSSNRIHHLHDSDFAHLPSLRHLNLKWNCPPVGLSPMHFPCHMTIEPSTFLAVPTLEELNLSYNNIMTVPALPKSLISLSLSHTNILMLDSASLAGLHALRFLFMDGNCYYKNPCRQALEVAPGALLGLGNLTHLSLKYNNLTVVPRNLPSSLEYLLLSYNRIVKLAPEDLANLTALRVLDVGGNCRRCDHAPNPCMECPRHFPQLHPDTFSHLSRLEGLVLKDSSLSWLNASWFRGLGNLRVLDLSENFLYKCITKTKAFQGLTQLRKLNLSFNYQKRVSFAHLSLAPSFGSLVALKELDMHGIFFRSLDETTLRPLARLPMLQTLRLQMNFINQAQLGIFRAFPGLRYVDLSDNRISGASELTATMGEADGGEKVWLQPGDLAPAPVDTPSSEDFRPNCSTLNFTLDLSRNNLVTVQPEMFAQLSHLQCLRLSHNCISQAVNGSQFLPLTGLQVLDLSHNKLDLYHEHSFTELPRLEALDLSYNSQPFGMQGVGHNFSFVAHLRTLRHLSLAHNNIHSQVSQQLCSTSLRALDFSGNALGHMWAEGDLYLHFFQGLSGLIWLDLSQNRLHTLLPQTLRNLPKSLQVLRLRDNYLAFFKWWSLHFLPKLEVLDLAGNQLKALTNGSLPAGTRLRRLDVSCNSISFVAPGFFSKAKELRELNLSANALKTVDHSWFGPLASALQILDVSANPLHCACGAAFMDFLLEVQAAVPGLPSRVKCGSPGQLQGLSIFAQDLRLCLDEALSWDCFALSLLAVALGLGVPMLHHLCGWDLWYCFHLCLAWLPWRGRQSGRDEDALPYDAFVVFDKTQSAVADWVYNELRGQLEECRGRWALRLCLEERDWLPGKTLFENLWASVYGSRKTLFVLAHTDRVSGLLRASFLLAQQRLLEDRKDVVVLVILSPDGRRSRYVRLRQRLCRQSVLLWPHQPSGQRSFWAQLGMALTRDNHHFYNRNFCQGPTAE
# NR2F2 inh – NR2F2 (human) inhibition, primary screen; AID 686940; HEK293T NGFI-A luciferase reporter, luminescence; inhibition, % at 8.6 µM; P24468; 370,000 compounds, 0.7% hits;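 active means inhibition above a per-plate cutoff, mean inhibition of test wells between control levels plus 3 SD, cut at about 38% in these data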;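 further: cells cotransfected with COUP-TFII expression vector driving the NGFI-A reporter; 0% = median of COUP-TF2 test wells and 100% = reporter-only cells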
# SRC1 inh – inhibits human SRC1 coactivator; inhibition, % at 3.6 µM; 360,000 compounds, 0.12% hits; Q15788; AID 588354; HEK293 GAL4-SRC1 luciferase reporter, luminescence;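 active means inhibition above the campaign mean plus 3 SD, with each screening campaign given its own cutoff, cut at about 60% in these data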;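 further: 0% = DMSO treated cells and 100% = gossypol at 36 µM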
# LMP1 NFkB inh – inhibitors of Epstein-Barr LMP1-induced NF-kappaB reporter; LMP1-induced NF-kappaB luciferase reporter cells, luminescence; inhibition, % at 12.5 µM; 350,000 compounds, 0.69% hits; in the data active means inhibition above about 41%;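 further: 0% = neutral control wells and 100% = reference inhibitor control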
# * marks the source's active call; other numbers are inactive results; / = no result given.
SMILES,NCOA2 inhibitor,TWEAK-Fn14 inh,C8 TRAIL sens,TROY signal inh,LRH-1 inv ag,NCOA3 inh,NOD2 RIPK2 PPI,TLR9-MyD88 block,NR2F2 inh,SRC1 inh,LMP1 NFkB inh
CSc1nc2c(cc1C#N)CCC2,-9,22,-2,-1,5,6,-4,8,-5,8,6
CC(C)NC(=O)C1(C)CSCC(=O)N1CCOc1ccccc1 (configuration not stated),4,/,6,/,-19,/,1,/,5,/,/
COc1ccc(OC)c(NC(=O)c2ccc(NC3=NC4CS(=O)(=O)CC4S3)cc2)c1 (configuration not stated),10,-8,0,1,-9,-22,1,4,6,-4,4
Cc1ccccc1CSCC(=O)Nc1c(C)n(C)n(-c2ccccc2)c1=O,-13,22,14,-1,-10,18,-15,-11,14,-4,1
Cc1csc(=O)n1CC(=O)OCC(=O)c1c(N)n(C)c(=O)n(C)c1=O,-37,-3,-5,-11,-4,7,-2,1,0,-4,-1
O=c1ccc(-c2ccccc2)nn1Cc1ccc(Cl)cc1,3,4,-7,18,22,-6,9,5,14,-9,-5
CC(=O)c1nc2ccccc2n1S(=O)(=O)c1ccc(C)cc1,-14,8,-2,-4,-9,1,2,3,-2,-6,0
CCOC(=O)N1CCN(C(=O)CSc2nnc(Cc3cccn3C)n2CCc2ccccc2)CC1,1,4,-6,-6,-5,11,-6,-2,-13,7,-5
Cc1cccc(NC(=O)c2ccc(C(=O)c3ccccc3)o2)c1,-37,11,17,-44,-45,-25,4,4,-38,-77,-15
O=C(NCc1cccc(Cl)c1)c1ccc2c(c1)OCCO2,-12,20,-1,-28,-37,-27,-1,3,-24,-11,-22
O=S(=O)(Nc1nccs1)c1ccc(Br)cc1,-38,9,0,12,-4,8,-1,-3,8,1,-7
CN1C(=O)/C(=C\C(=O)c2cccs2)c2ccccc21,12,29,12,23,23,15,15,1,7,4,6
COc1ccc(NS(=O)(=O)c2cccc(C(=O)N3CCN(S(=O)(=O)c4ccccc4)CC3)c2)cc1,3,16,6,9,-13,-9,8,3,15,-12,18
COC(=O)CCC(=O)N1CCCC(N2CCN(c3cccc(C(F)(F)F)c3)CC2)C1 (configuration not stated),9,1,-3,1,-4,2,-9,-1,0,-2,1
CCOC(=O)c1sc(NC(C)=O)nc1C,-7,6,6,-6,14,10,-2,0,-13,5,-4

# Two consecutive entries from above:
SMILES,NCOA2 inhibitor,TWEAK-Fn14 inh,C8 TRAIL sens,TROY signal inh,LRH-1 inv ag,NCOA3 inh,NOD2 RIPK2 PPI,TLR9-MyD88 block,NR2F2 inh,SRC1 inh,LMP1 NFkB inh
CSc1nc2c(cc1C#N)CCC2,-9,22,-2,-1,5,6,-4,8,-5,8,6
CC(C)NC(=O)C1(C)CSCC(=O)N1CCOc1ccccc1 (configuration not stated),4,/,6,/,-19,/,1,/,5,/,/

# Taken from above.
# CN1C(=O)/C(=C\C(=O)c2cccs2)c2ccccc21 – NCOA2 inhibitor = 12
# O=c1ccc(-c2ccccc2)nn1Cc1ccc(Cl)cc1 – TROY signal inh = 18
# COC(=O)CCC(=O)N1CCCC(N2CCN(c3cccc(C(F)(F)F)c3)CC2)C1 (configuration not stated) – TROY signal inh = 1

# Other structures.
SMILES,NCOA2 inhibitor,TWEAK-Fn14 inh,C8 TRAIL sens,TROY signal inh,LRH-1 inv ag,NCOA3 inh,NOD2 RIPK2 PPI,TLR9-MyD88 block,NR2F2 inh,SRC1 inh,LMP1 NFkB inh
O=C(NCCC1CCCCN1S(=O)(=O)c1ccccc1)C(=O)Nc1ccc(F)cc1 (configuration not stated),10,5,10,-6,-1,-7,1,1,5,-6,-7
CCN(C(=O)CSc1nnnn1C)C1CCS(=O)(=O)C1 (configuration not stated),-13,20,-4,5,14,-10,-10,-2,-2,-10,0
CC(C)(C)c1cc(NC(=O)c2ccc(OC3CCCC3)cc2)no1,-5,-29,25,-26,24,-3,6,0,12,-2,-18
O=C(Nc1ccc2nc(SCc3ccc(Cl)cc3)sc2c1)c1ccccc1C(=O)N1CCOCC1,-9,30,3,-5,-1,-6,-4,-11,-12,15,-6
Cc1ccc(C(C(=O)NCc2ccccc2)N(Cc2cccs2)C(=O)c2ccc3c(c2)OCCO3)cc1 (configuration not stated),16,54*,1,15,30,26,-8,13,0,39,-3
CC1CCCN(C(=O)Cn2c(-c3nonc3N)nc3ccccc32)C1 (configuration not stated),3,11,-9,-2,25,3,0,-7,-12,1,10
Cc1cccc(/C=N/NC(=O)CN2CCCCCCC2)c1,-3,-6,2,3,-9,9,-8,-3,5,-4,13
CN(Cc1ccccc1)C(=O)[C@@H]1CCCN1C(=O)[C@@H]1CCCN1C(=O)c1cccc(Cl)c1,1,18,-6,9,-8,/,-11,/,-25,/,/
CCN(C(=O)CSc1nnc(CNc2cccc(OC)c2)n1C1CCCCC1)C1CCS(=O)(=O)C1 (configuration not stated),-8,7,-18,3,-24,14,8,-3,-9,0,1
Nc1ncnc2c1ncn2[C@@H]1O[C@H](CNC(=O)[C@@H](N)CO)[C@@H](O)[C@H]1O,1,6,-7,-4,9,-1,-4,-4,5,-33,-7
c1ccc(-c2nc3ccccc3[nH]2)cc1,-71,8,25,-57,-124,-170,-11,5,-44,-81,-24
CCCn1c(C)cc(C(=O)CSc2nc3ccccc3c(=O)n2Cc2ccco2)c1C,-16,59*,0,48,-6,-46,-6,-4,-6,-48,-56
COc1ccc(CNS(=O)(=O)CCNC(=O)c2ccccc2)cc1,19,-8,19,-17,-1,4,10,1,-13,-83,-1
O=[N+]([O-])c1ccc(NN=C(Oc2ccccc2)c2ccc([N+](=O)[O-])cc2)cc1,14,-70,14,-33,-5,-3,2,3,-5,-20,-33
Cc1cc(NC(=O)CCCC(=O)N(c2ccccc2)C(C(=O)NC2CCCCC2)c2cccs2)no1 (configuration not stated),-3,15,1,-7,-10,0,-5,-2,-1,-30,-2
O=C(Nc1cc([N+](=O)[O-])ccc1Cl)C(Sc1ccccc1)c1ccccc1 (configuration not stated),-10,-9,0,-6,7,15,-10,2,4,-43,-10
CCOc1ccccc1C(=O)Nc1ccc(-n2nncc2C(C)(C)C)cc1,20,14,0,21,12,13,10,1,14,13,6
Cc1ccccc1OCC(=O)OCC(=O)c1c[nH]c2ccccc12,-3,-12,8,3,7,-13,-5,2,0,-6,-5
CS(=O)(=O)c1ccc(-c2nnn(CC(N)=O)n2)cc1,-7,-34,1,-13,9,-8,1,6,-6,13,12
CCOC(=O)C1=C(COC(=O)[C@H](C)NS(=O)(=O)c2ccccc2F)NC(=O)NC1C (some centres not stated),-17,-6,-12,-5,0,-4,5,-4,-3,-2,2
O=C1COc2cccnc2N1,1,1,19,-27,20,13,2,8,14,-3,-1
Cc1ccc(N2C(=O)C3C4C=CC(CNC(=S)N5CCN(c6ccccn6)CC5)(O4)C3C2=O)cc1 (configuration not stated),-2,10,-1,9,7,16,14,3,-14,12,2
COc1cc(/C=C/C(=O)OCC(=O)NCCCc2ccccc2)ccc1O,8,-9,8,13,-30,1,4,-2,-3,1,5
COc1cccc(CNc2ccc(S(=O)(=O)N3CCCC3)cn2)c1,-11,-11,1,8,16,10,11,7,-4,-10,-2
COc1cc(C(=O)NCC(=O)N/N=C(/C)c2ccc3c(c2)CCCC3)cc(OC)c1OC,-20,-5,-6,9,7,-7,-4,-1,3,6,10
O=C(Nc1ccc(C(=O)O)cc1)/C(=C\C=C\c1ccccc1)NC(=O)c1ccc(Br)cc1,-17,13,1,10,11,-33,-10,-1,-7,-7,4
O=c1/c(=C\c2cccn2-c2ccccc2)sc2nc3ccccc3n12,-5,61*,2,45,-19,18,-18,-2,3,-10,-19
O=C(COC(=O)C1=COCCO1)Nc1ccc2c(c1)OCO2,-12,-12,-6,-34,14,-5,-9,8,-2,-27,-2
CCOc1ccc(N(Cc2nnc3n2CCCCC3)C(=O)Nc2cccc(C)c2)cc1,12,0,7,-24,5,10,8,6,11,10,-10
OC(c1ccc(F)c(F)c1)c1nc(-c2csc3ccccc23)cs1 (configuration not stated),-5,11,-9,-25,-30,-13,2,/,-6,15,/
Cc1c2c([n+]3n1CCC3)CC(C)(C)CC2=O,-11,10,-17,8,-35,10,-7,-5,14,-6,-18
COc1ccc(-c2csc(C(C)(NC(C)=O)c3ccccc3)n2)cn1 (configuration not stated),-3,-19,-7,0,-3,-29,-1,/,-5,5,/
COc1ccc(Cc2n[nH]c(=S)n2N)cc1OC,-14,7,-6,7,15,5,2,8,-11,3,4
CN(CC(=O)Nc1ccc(F)cc1)C(=O)COC(=O)CCN1C(=O)C2CC=CCC2C1=O (configuration not stated),-6,-5,-5,12,5,2,7,-10,15,-42,4
COc1cccc(COC(=O)C2CCN(S(=O)(=O)c3ccc(Cl)cc3)CC2)c1OC,-19,-21,41,-2,9,6,-24,-5,-8,-16,-2
CC(SCC(=O)Nc1ccc(S(=O)(=O)N2CCCCC2)cc1)C(=O)O (configuration not stated),0,13,3,9,2,-12,0,-9,-1,1,1
CSc1ccc(CN2CCN(C(=O)CC(C)C)CC2)cc1,15,8,-1,22,-8,-17,10,-2,19,25,-22
C[C@H]1CN([C@@H](C)CO)C(=O)CCCn2nncc2CO[C@H]1CN(C)S(=O)(=O)c1cccc(C#N)c1,-24,1,-10,1,-11,5,-6,2,-8,-3,2
CN(C)CCn1c(=O)n(-c2ccc(F)cc2)c(=O)c2c3c(sc21)CCCCC3,-10,-14,6,-16,9,16,1,-1,-6,-4,11
Cc1sc2ncnc(OCC(=O)N3CC(=O)Nc4ccccc43)c2c1C,-12,-9,12,1,-4,22,-6,1,9,8,-1
O=C(N/N=C\c1ccccn1)c1cccc(C(=O)N/N=C\c2ccccn2)n1,20,-4,4,5,16,11,-3,7,-2,-7,-4
O=C(c1cn(-c2ccccc2)nc1-c1cccs1)N1CCN(c2ccccn2)CC1,-14,21,29,-5,2,-13,5,2,-17,-7,-14
O=C(NCC1CCCN1S(=O)(=O)c1cccs1)c1cccc(F)c1 (configuration not stated),3,18,-9,1,-35,9,-8,-13,6,17,6
CN1/C(=C\C(=O)c2cccc([N+](=O)[O-])c2)Sc2ccccc21,-43,-12,19,-69,-58,-72,-9,0,-7,-131,-43
O=C(Cc1cccc(NC(=O)C2CCN(C(=O)C3CCCC3)CC2)c1)Nc1cccc(C(=O)N2CCOCC2)c1,16,3,7,-5,-11,-1,0,-9,3,-48,-7
CCOc1cc(NC(=O)c2ccco2)c(OCC)cc1NC(=O)c1cc(OC)c(OC)c(OC)c1,-15,43,24,-4,17,11,3,4,3,15,6
O=[N+]([O-])c1ccc2nc(-c3ccccc3)n(OCc3ccc(Cl)cc3)c2c1,-39,14,14,-29,-118,-63,-4,0,-58,-64,-34
COc1ccc([N+](=O)[O-])cc1NC(=O)Nc1cccc(Cl)c1,17,2,27,35,14,36,0,5,-9,9,34
Cc1noc(C)c1S(=O)(=O)N(Cc1ccccc1)C(C)C,-5,-15,-11,14,6,25,-9,/,13,-7,/
N#Cc1cccc(S(=O)(=O)NCC(=O)OCC(=O)NCc2ccccc2)c1,-12,-1,4,1,-8,-9,5,-5,-8,-21,-4
Cc1ccsc1C(=O)N1CCCC(C(=O)c2cc(F)ccc2F)C1 (configuration not stated),11,-8,-11,6,7,7,3,-2,-3,13,2

# Only part of the results is shown; count on the stated rates, not on these rows.
